High-throughput results as filed in PubChem.
LMP1 NFkB inh = EBV LMP1-driven NF-kappaB luciferase reporter inhibitors, primary screen, cell-based, luminescence, single point | LMP1-induced NF-kappaB luciferase reporter cells | inhibition, % at 12.5 µM | 0.69% of 350,000 active | AID 504558, 2011; in the data active = inhibition above about 41%; inconclusive = no clear call, values can overlap the other calls;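 note: 0% = neutral control wells and 100% = reference inhibitor control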
TLR9-MyD88 block = inhibitors of TLR9-MyD88 association in cells, primary screen, cell-based, CHO, BLA complementation, fluorescence; inhibition, % at 4.98 µM; CCF4 FRET ratio; AID 504734, 2011; 0.21% of 340,000 active; Toll-like receptor 9 (Homo sapiens) + Myeloid differentiation primary response protein …;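 active = inhibition above the mean over all tested compounds plus 3 SD, cut at about 21% in these data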;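 note: 0% = DMSO only wells and 100% = clavulanate BLA inhibitor control wells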
SRC2 inh = inhibition of GAL4-SRC2 driven luciferase reporter, primary screen, SRC2 inhibitor project, cell-based, luminescence; Nuclear receptor coactivator 2 (Homo sapiens), Q15596; 0.17% of 370,000 active; HEK293 GAL4-SRC2 luciferase reporter; inhibition, % at 9 µM; AID 651957, 2012;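 active = inhibition above the mean inhibition of all tested compounds plus 3 SD, set per campaign, cut at about 52% in these data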;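 note: 0% = DMSO treated cells and 100% = cells given Gossypol at 36 µM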
NCOA1 inh = SRC1 coactivator transcriptional activity inhibitors, primary screen, cell-based, luminescence | Nuclear receptor coactivator 1 (Homo sapiens), Q15788 | 0.12% of 360,000 active | HEK293 GAL4-SRC1 luciferase reporter | inhibition, % at 3.6 µM;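 active = inhibition above the campaign mean plus 3 SD, with each screening campaign given its own cutoff, cut at about 60% in these data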;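 note: 0% = DMSO treated cells and 100% = gossypol at 36 µM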
NOD2 RIPK2 PPI = NOD2-RIPK2 binding disruptors in cells, primary screen, fluorescence, CHO cells, BLA complementation; Receptor-interacting serine/threonine-protein kinase 2 (Homo sapiens), O43353; CCF4 ratio; inhibition, % at 4.98 µM; 0.38% of 360,000 active; in the data active = inhibition above about 21%;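 note: 0% = vehicle only and 100% = reference blocker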
Target sequence (O43353 whole entry, looked up): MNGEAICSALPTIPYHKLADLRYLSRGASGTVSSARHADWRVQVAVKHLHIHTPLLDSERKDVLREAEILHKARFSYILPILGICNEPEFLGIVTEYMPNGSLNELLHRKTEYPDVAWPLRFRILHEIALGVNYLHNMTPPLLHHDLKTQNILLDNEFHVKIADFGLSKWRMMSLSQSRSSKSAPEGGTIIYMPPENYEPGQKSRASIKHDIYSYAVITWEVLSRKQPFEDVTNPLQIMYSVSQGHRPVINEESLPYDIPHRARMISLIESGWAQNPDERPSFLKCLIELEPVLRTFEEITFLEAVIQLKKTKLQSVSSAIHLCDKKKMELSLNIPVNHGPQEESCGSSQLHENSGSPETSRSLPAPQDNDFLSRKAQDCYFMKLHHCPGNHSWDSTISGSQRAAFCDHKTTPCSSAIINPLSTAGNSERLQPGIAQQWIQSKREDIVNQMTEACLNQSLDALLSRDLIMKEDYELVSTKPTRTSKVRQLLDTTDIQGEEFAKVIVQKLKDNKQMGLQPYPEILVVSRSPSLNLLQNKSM
NCOA3 inh = SRC3 coactivator transcriptional activity inhibitors, primary screen, cell-based, luminescence | HEK293 GAL4-SRC3 luciferase reporter | Nuclear receptor coactivator 3 (Homo sapiens), Q9Y6Q9 | 0.17% of 360,000 active | inhibition, % at 3.6 µM;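 active = inhibition above a per-campaign cutoff, the mean of all compounds plus 3 SD, cut at about 60% in these data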;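 note: 0% = DMSO-treated cells and 100% = gossypol-treated cells at 36 µM; higher means less SRC3-driven luciferase light from the GAL4 reporter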
NR5A2 inv ag = LRH-1 (NR5A2) inverse agonists, primary screen, cell-based, luminescence, HEK293T, StAR-luciferase reporter | LRH-1 transfected, 24 h | Nuclear receptor subfamily 5 group A member 2 (Homo sapiens), O00482 | 0.13% of 360,000 active | inhibition, % at 3.6 µM;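 active = inhibition above the mean inhibition of all tested compounds plus 3 SD, cut at about 73% in these data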;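 note: 0% = DMSO wells and 100% = reporter-only cells lacking LRH-1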
TRAIL sens C8 = viability loss with TRAIL in NB7+C8 cells, primary screen, TRAIL sensitizer project, cell-based, ATPlite luminescence | inhibition (viability loss, TRAIL sensitization), % at 10 µM | 1% of 360,000 active;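 active = compounds causing at least 50% loss of cell viability in the single-dose screen, relative to plate controls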
TROY signal inh = inhibitors of TROY-driven NF-kB signaling, primary screen, Q293 LMP1-TROYcd cells, NF-kB luciferase, uHTS; Q293 LMP1-TROYcd NF-kB luciferase reporter, 4 h; inhibition, % at 10 µM; 0.98% of 360,000 active; AID 1347056, 2019;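 active = compounds whose plate-normalised and pattern-corrected inhibition of the luciferase reporter signal at the single screening dose is 50% or more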
NR2F2 inh = NR2F2 transcriptional activity inhibitors, primary screen, cell-based, luciferase reporter, HEK293T, luminescence. inhibition, % at 8.6 µM. 0.7% of 370,000 active. HEK293T NGFI-A luciferase reporter. COUP transcription factor 2 (Homo sapiens), P24468;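 active = inhibition above a per-plate cutoff, mean inhibition of test wells between control levels plus 3 SD, cut at about 38% in these data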;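 note: cells cotransfected with COUP-TFII expression vector driving the NGFI-A reporter; 0% = median of COUP-TF2 test wells and 100% = reporter-only cells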
Target sequence (P24468 whole entry, looked up): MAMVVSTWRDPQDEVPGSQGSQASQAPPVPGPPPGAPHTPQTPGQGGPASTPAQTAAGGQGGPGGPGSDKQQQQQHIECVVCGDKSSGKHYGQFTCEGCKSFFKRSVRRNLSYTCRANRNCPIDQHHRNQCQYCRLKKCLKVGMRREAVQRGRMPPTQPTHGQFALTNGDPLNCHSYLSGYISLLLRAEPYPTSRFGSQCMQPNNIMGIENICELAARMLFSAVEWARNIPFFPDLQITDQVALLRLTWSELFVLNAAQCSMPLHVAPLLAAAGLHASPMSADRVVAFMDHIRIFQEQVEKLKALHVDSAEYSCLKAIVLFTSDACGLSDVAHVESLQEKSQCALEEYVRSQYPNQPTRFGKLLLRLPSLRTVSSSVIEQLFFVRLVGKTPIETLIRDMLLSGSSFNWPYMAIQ
Vif imaging = HIV Vif self-association inhibitors, primary screen, imaging, HEK293T, single point. inhibition, % at 7.49 µM. AID 602346, 2012. HEK293T cells, Vif self-association by quenched fluorescence, 24 h. 0.35% of 340,000 active; in the data active = inhibition above about 50%, passing the limit was not always enough; inconclusive = no clear call, values can overlap the other calls; inactive = below about 31%; note: some results filed as inactive read as strong as hits
* hit, by the source's call; ? = inconclusive; nt = no result given.

SMILES	LMP1 NFkB inh	TLR9-MyD88 block	SRC2 inh	NCOA1 inh	NOD2 RIPK2 PPI	NCOA3 inh	NR5A2 inv ag	TRAIL sens C8	TROY signal inh	NR2F2 inh	Vif imaging
O=C(NCCC(=O)N1CCCCC1)c1ccc(Br)cc1	-11	-4	-23	-52	-4	-36	-51	-11	-36	-22	1
Cc1ccc(-c2nc3ccccn3c2Nc2ccccc2)o1	-5	-6	-16	-53	4	-22	-36	0	-32	-20	-2
O=C(COC(=O)c1ccc(CNS(=O)(=O)c2ccc(F)c(Cl)c2)cc1)NC1CCCCCCC1	0	-8	-16	3	-13	4	5	-13	0	-11	-3
CCN(C(=O)COC(=O)CCCOc1ccc(Cl)cc1C)c1c(N)n(Cc2ccccc2)c(=O)[nH]c1=O	6	-6	4	15	0	1	9	4	-20	9	2
O=[N+]([O-])c1cc(Cl)cc(/C=N/NC(=S)Nc2cc(S(=O)(=O)N3CCOCC3)ccc2Cl)c1O	5	2	-33	2	-6	4	-10	6	49	-2	-2
CCc1nc2ccc(C(=O)N(C)CCCN(C)C)cn2c1N(C)C(=O)C1CCCCC1	nt	nt	-17	4	7	-6	0	-10	8	-2	14
COc1ccc(CCNS(=O)(=O)c2cc(/C=C/C(=O)O)ccc2C)cc1OC	3	5	14	-18	-4	8	10	11	6	14	15
CCn1c(SCC#N)nc2ccccc2c1=O	-3	-1	7	-22	-1	10	-6	15	7	7	0
CN(C(=O)c1ccc(OC2CCN(CCc3ccccc3)CC2)cc1)C1CCCCC1	-12	-2	10	-9	7	-16	-2	2	-26	-2	-14
C=CCOc1ccccc1/C=N/NC(=O)c1ccc(Cl)cc1Cl	-2	4	8	7	5	17	-15	14	-46	9	-7
C=C1C(=O)OC2C1CCC(C)C1C=CC(=O)C12C (stereo unspecified)	-82	-3	-19	-29	-8	-10	-21	28	2	-27	2
COc1cc(OC)c(C(=O)Nc2cccnc2)cc1OC	0	-8	5	-7	-3	2	-1	-7	-1	-19	-1
CN1CCN(C(=O)Cn2c(C(F)(F)F)nc3ccccc32)CC1	-28	-5	2	-26	-3	15	1	-6	3	-10	-4
Clc1ccccc1OCc1nc(-c2ccc(Br)o2)no1	-24	5	-71	-55	0	-54	-40	-2	-49	-27	-7
O=C(c1ccccc1)N(CCN1CCOCC1)C1(C(=O)Nc2ccccc2)CCCCC1	3	11	-17	-5	-16	11	-1	-1	nt	-9	6
COc1ccc(NC(=O)Cn2nnc(C(=O)Nc3ccccc3C)c2N)cc1	-9	-2	-7	-2	10	12	44	6	5	14	53*
COc1ccc(N2CCN(C(=S)NCCc3ccccc3)CC2)cc1	-23	-10	11	2	-1	-3	-6	-11	3	10	nt
CCN1CCN(C(=O)/C=C\C(=O)O)CC1	-8	-2	-41	-5	-3	9	-5	13	-8	-13	nt
NS(=O)(=O)c1cccc(NC(=O)c2cccc(N3C(=O)c4ccccc4C3=O)c2)c1	2	-2	1	-1	-7	-15	2	5	-3	10	3
O=S(=O)(Nc1cccc(-c2ccc(N3CCCCCC3)nn2)c1)c1ccccc1Cl	-20	8	-36	-14	-6	-19	-48	0	-8	11	-1
O=C(COc1cccnc1[N+](=O)[O-])Nc1cccc(S(=O)(=O)N2CCCCC2)c1	3	-5	-3	-20	-12	9	0	10	4	-8	3
O=C(CC[C@H]1O[C@@H](n2ccc(=O)[nH]c2=O)[C@H](O)[C@@H]1O)N[C@H](Cc1ccccc1)C(=O)NCc1ccco1	nt	nt	-5	9	-13	0	-2	-9	-9	16	23
COc1ccc(C(=O)N/C(=C/c2ccccc2F)C(=O)NCCN2CCOCC2)cc1OC	-9	-9	-19	-13	3	-2	1	-10	-2	-4	-6
O=C(O)c1cnn2c1NC(c1cccs1)CC2C(F)(F)F (stereo unspecified)	-6	3	-45	-38	4	4	24	-5	-3	-1	-9
O=C(NCc1ccc(Cl)cc1)C1CCC(CNc2c(N3CCCC3)c(=O)c2=O)CC1 (stereo unspecified)	2	-7	-14	-8	10	-2	1	4	-1	4	4
CC(C)N1CCN(Cc2cnc(-c3ccccc3)s2)CC1CCO (stereo unspecified)	-1	-1	4	-17	-5	12	-23	11	11	4	-6
COc1ccccc1N1CCN(C2CCCN(C(=O)CCc3ccccn3)C2)CC1 (stereo unspecified)	4	-5	5	4	-1	11	-14	-14	0	14	-1
CC(=O)c1ccc(NS(=O)(=O)c2cccc(C)c2)cc1	-13	-8	-48	-33	-18	-41	-51	3	-42	-17	7
CN(C)/C=N/c1cc(=O)[nH]c(=O)n1CC1CC1	-5	6	1	-15	-5	13	-6	-1	3	5	9
COc1ccc(NC(=O)COC(=O)CNC(=O)C2CCCCC2)cc1	4	0	-22	8	-2	13	-2	-2	-11	-1	-6
COC(=O)c1ccc(CN(C)S(=O)(=O)c2ccc(C)cc2)o1	-6	2	12	8	-2	7	5	-24	-13	-20	6
CC1CCCC(NC(=O)COC(=O)C2=COCCO2)C1C (stereo unspecified)	4	6	9	-11	-6	-3	-21	6	-20	-5	-24
Cc1cc(C(=O)OCC(=O)NC(=O)NC(C)(C)C)c(C)o1	3	-7	-11	4	3	-4	13	-12	-1	-4	nt
O=C(CSc1ccccc1Cl)c1ccco1	-14	4	-13	-15	-13	-14	1	-2	-32	-17	nt
CCOC(=O)c1ccc(CSc2nnc(N)s2)cc1	-10	-4	-50	-56	-12	-47	-42	-4	-62	-29	5
C=CCn1c(SCCOc2ccc(OC)cc2)nnc1C(C)NC(=O)Cc1ccc(OC)cc1 (stereo unspecified)	1	0	-21	11	3	8	-7	8	-2	13	-4
C[C@H](CO)N1C[C@H](C)[C@@H](CN(C)CC2CCCCC2)Oc2c(NS(=O)(=O)c3ccc(F)cc3)cccc2C1=O	0	-3	-9	10	1	12	-10	-16	-2	9	7
Cc1cccc(NS(=O)(=O)c2cccs2)n1	-8	9	9	-20	-11	-8	-23	-3	-1	-3	nt
COc1cccc(CC2(CO)CCCN(Cc3cn[nH]c3-c3ccccc3)C2)c1 (stereo unspecified)	8	0	12	-3	-6	18	4	-9	6	13	9
COc1ccc(NC(=O)C2CCC2)cc1S(=O)(=O)N1CCOCC1	-2	1	-12	0	-13	13	14	-4	1	-12	?
COc1ccc(C(=O)O/N=C(\N)c2ccccc2)c(OC)c1	34	-2	31	-49	-6	14	15	50	77*	23	-1
Cn1c(-c2ccccc2)cnc1NCc1cc2c(cc1[N+](=O)[O-])OCO2	-4	-5	-13	-15	-4	5	7	4	-2	-5	-4
O=C(Nc1ccc(N2CCOCC2)cc1)c1cccc(S(=O)(=O)N2CCC(Cc3ccccc3)CC2)c1	2	-7	-72	10	4	14	0	2	17	-9	4
O=C(NC1=NCCS1)c1cc(-c2cccs2)nc2ccccc12	-4	-3	21	17	-4	17	10	0	-18	8	3
CCOc1ccc(N2C(=O)S/C(=C\c3ccc(O)c(OCC)c3)C2=O)cc1	-3	4	-9	13	-6	14	2	-2	-21	-9	0
CC(=O)Nc1sc2c(c1C(c1ccccn1)N1CCCC1)CCCC2 (stereo unspecified)	-13	1	-13	-6	-2	7	6	5	12	-2	-1
CCOC(=O)c1c(C)sc2c1N(C(=O)CCl)c1cc(Cl)ccc1S2	-4	1	28	6	-3	35	31	55*	12	-1	nt
CN(C)CCCNC(=O)COc1ccc(Br)cc1Cl	6	-9	-25	-11	-7	-8	-13	5	-2	0	12
Cc1[nH]c2ccccc2c1/C=C(/C#N)C(=O)NC(C)C	-12	-6	-18	-17	-15	1	10	2	-23	19	-2
CCOc1ccc(NC(=O)c2ccccc2NC(=O)CN2CCCCCC2)cc1	-16	0	7	-12	-10	-12	-11	-11	6	-13	-8
O=C(c1cc2sccc2n1Cc1ccc(F)cc1)N1CCN(c2nc3ccccc3s2)CC1	27	-11	36	10	-12	18	25	36	30	56*	-2
Cc1cc(OCC(=O)Nc2nnc(C3CC3)s2)ccc1[N+](=O)[O-]	-3	-1	-7	1	-12	10	4	5	-4	-16	-1
Cc1cc(C([O-])=C(C(=S)Nc2ccc(F)cc2)[n+]2ccccc2)c(C)n1-c1ccc(F)cc1	7	-5	-29	-40	-2	-35	-31	1	-42	-8	-4
C=CCC[C@H](Cc1ccc(F)cc1)C(=O)OC[C@@H](NC(=O)[C@@H](CC=C)CC(=O)N[C@@H](CO)Cc1ccccc1)C(C)(C)C	7	-16	-5	12	0	11	3	4	27	7	-1
Nc1c(C(=O)NCc2ccccc2)c2nc3ccccc3nc2n1-c1ccc2c(c1)OCO2	1	-6	17	12	5	-2	-7	19	-11	17	nt
COC(=O)CN1C(=S)N(C)C(=O)C1CC(=O)Nc1ccccc1 (stereo unspecified)	-4	-4	0	1	-1	13	13	-10	-10	11	3
COc1ccc(NC(=O)Nc2ccc3c(c2)C(=O)N([C@H](C)CO)C[C@H](C)[C@@H](CN(C)S(=O)(=O)c2cccs2)O3)cc1	-11	4	7	6	0	7	5	5	-16	4	1
CCOc1cc2[nH]c(=O)n(CCC(=O)N3CCN(c4ccccc4OC)CC3)c(=O)c2cc1OCC	6	-2	-1	-12	-5	-5	-13	-17	-8	5	1
O=C(COc1ccc(Cl)cc1Cl)N/N=C/c1cccnc1	0	6	-14	2	-7	6	-3	-15	-18	-6	5
N#Cc1ccsc1NC(=O)CN1CCN(S(=O)(=O)c2cc(Cl)ccc2Cl)CC1	-6	2	10	17	-7	-10	-18	18	19	3	0

(list continues)
SMILES	LMP1 NFkB inh	TLR9-MyD88 block	SRC2 inh	NCOA1 inh	NOD2 RIPK2 PPI	NCOA3 inh	NR5A2 inv ag	TRAIL sens C8	TROY signal inh	NR2F2 inh	Vif imaging
O=[N+]([O-])c1ccc(-c2ccc(/C=N/Nc3nc(N4CCCC4)nc(N4CCCC4)n3)o2)cc1	-111	7	14	3	2	7	1	-4	-2	17	3
Cc1ccc(C(=O)Nc2nccc(-c3cccs3)n2)cc1	11	-1	-10	-20	-4	-41	-20	12	-52	-30	-7
COCCN(CCOC)S(=O)(=O)c1ccc(C(=O)NC2CCN(Cc3ccccc3)CC2)cc1	13	3	24	20	-5	21	12	-1	nt	25	-5
CCN(CC)S(=O)(=O)c1ccc2c(c1)c(=O)c(C(=O)NCc1cccs1)cn2C	3	1	6	0	-2	7	9	-2	-7	-2	-22

An excerpt (hit frequency here may not be typical).
